Screening data (PubChem)
TcdB GH inh – inhibitors of Clostridioides difficile toxin B glycohydrolase; 350,000 tested, 0.24% active; AID 652162; inhibition, % at 9.99 µM; TcdB glycohydrolase enzymatic assay, plate reader; P18177; in the data active = inhibition above about 10%
Target sequence (P18177 whole entry, looked up): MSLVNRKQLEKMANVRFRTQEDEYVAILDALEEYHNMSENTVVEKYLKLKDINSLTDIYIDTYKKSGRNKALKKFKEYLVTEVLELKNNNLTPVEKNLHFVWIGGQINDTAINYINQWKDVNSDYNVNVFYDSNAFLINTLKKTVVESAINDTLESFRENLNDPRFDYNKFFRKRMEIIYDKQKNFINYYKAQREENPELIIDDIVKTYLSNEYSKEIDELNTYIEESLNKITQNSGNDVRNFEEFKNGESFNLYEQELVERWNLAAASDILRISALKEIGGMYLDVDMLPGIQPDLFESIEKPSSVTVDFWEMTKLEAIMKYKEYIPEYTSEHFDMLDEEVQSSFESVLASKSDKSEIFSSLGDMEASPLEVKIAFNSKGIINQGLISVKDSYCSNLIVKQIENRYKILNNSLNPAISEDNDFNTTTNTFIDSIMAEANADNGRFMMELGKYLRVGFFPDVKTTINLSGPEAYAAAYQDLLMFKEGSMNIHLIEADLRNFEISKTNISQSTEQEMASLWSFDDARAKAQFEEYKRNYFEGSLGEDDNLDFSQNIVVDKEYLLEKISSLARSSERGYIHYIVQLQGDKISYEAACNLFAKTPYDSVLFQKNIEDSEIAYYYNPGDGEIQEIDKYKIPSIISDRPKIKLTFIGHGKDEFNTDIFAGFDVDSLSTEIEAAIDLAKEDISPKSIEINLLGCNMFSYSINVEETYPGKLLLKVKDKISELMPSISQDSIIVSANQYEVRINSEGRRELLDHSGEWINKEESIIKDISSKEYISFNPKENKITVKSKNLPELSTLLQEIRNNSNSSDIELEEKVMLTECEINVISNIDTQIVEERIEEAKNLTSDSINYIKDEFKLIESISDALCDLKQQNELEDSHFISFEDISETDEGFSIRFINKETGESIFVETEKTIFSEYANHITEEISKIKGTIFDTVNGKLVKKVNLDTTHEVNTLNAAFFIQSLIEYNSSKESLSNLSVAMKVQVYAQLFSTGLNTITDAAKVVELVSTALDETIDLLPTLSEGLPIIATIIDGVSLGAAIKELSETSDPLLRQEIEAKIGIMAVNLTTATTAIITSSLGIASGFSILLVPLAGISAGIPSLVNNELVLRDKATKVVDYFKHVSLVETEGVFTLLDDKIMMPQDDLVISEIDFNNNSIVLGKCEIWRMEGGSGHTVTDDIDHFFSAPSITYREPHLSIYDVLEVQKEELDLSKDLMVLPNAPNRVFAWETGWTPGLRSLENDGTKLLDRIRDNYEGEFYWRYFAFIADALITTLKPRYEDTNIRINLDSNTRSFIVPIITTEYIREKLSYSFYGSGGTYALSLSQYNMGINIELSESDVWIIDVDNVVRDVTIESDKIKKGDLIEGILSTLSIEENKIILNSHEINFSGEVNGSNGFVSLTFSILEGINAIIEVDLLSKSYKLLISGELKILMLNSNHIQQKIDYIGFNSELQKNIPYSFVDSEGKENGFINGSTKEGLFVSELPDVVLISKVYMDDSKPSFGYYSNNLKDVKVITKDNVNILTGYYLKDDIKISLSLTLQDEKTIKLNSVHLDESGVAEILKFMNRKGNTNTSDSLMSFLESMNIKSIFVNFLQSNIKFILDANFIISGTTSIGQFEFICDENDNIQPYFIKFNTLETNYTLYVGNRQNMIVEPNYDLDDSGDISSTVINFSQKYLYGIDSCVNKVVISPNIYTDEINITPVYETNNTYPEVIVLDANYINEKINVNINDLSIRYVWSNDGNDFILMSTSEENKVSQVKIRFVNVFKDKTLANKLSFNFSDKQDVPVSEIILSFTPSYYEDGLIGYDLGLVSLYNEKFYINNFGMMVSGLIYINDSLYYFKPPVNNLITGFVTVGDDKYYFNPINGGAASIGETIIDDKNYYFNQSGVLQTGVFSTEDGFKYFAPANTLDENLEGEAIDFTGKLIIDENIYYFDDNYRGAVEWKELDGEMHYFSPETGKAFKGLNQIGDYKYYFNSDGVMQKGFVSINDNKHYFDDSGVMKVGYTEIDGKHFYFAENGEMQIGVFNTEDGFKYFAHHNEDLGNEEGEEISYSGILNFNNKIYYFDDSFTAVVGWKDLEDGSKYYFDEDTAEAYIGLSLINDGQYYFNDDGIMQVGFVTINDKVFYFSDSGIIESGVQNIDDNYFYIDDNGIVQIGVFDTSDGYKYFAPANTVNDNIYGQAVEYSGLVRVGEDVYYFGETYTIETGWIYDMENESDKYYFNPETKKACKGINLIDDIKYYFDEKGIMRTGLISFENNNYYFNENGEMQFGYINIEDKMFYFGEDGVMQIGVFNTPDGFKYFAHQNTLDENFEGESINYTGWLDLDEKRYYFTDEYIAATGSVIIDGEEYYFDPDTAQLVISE
CCHF vOTU inh – CCHFV vOTU protease inhibition. Pep-AMC fluorescence. 370,000 tested, 0.55% active. inhibition, % at 11.5 µM; in the data active = inhibition above about 30%; note: 0% = vehicle wells with enzyme and 100% = no enzyme wells
3CLpro inhibitor – SARS-CoV 3CLpro protease inhibition; P0C6X7; inhibition, % at 6 µM; recombinant SARS-CoV 3CLpro, quenched FRET peptide cleavage; AID 1706; 290,000 tested, 0.14% active; in the data active = inhibition above about 12%
Y pestis TopoI – Y. pestis Topo-I inhibition via cleavage products. Y. pestis Topo-I cleavage product accumulation, plate reader. activity, % at 10 µM. 360,000 tested, 0.064% active; in the data active = activity above about 50%, passing the limit was not always enough; note: inactives centre near 2
Vc quorum ag – induces V. cholerae light production without autoinducers | 350,000 tested, 0.16% active | activation, % at 18.7 µM | V. cholerae BH1578 lux reporter, luminescence, 6 h; in the data active = activation mostly above about 9.7%, no sharp cut-off; note: not every result past the cut was called active; inactives centre near 0; reference of the scale not given here
PrPC surface inh – cell surface PrPC inhibition, primary TR-FRET screen; P04156; TR-FRET read-out; inhibition, % at 13.8 µM; 370,000 tested, 0.43% active; in the data active = inhibition above about 24%; note: 0% = median of the test wells and 100% = reference compound wells
Rv3671c inh – inhibits the M. tuberculosis serine protease Rv3671c; inhibition, % at 5.96 µM; 320,000 tested, 0.048% active; in the data active = inhibition above about 38%;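 note: extracellular domain of Rv3671c used as enzyme; 0% = enzyme with DMSO and 100% = no enzyme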
SSB-PriA inh – blocks PriA binding to SSB C-terminal tail. inhibition, % at 33 µM. AID 1272365. AlphaScreen SSBct-PriA binding, biotinylated peptide. 430,000 tested, 0.6% active; in the data active = inhibition mostly above about 37%, no sharp cut-off; inactive = mostly below about 20%;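 note: plate controls were negative control peptide for no effect and reference peptide for full effect; strong numbers were not always called active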
MazEF act – activators of E. coli MazEF toxin-antitoxin RNase; activation, % at 20 µM; 350,000 tested, 0.32% active; FAM/BHQ RNA-DNA oligo cleavage fluorescence, 5 h; in the data active = activation above about 50%
DUSP3 inh – blocks human VHR1 dual specificity phosphatase | P51452 | recombinant VHR phosphatase, pNPP absorbance | inhibition, % at 13.3 µM | 290,000 tested, 0.52% active; in the data active = inhibition above about 50%; note: some compounds called inactive have numbers as strong as hits
The depositor's hits bear a star; i = inactive; x = not tested or not shown.

Below each SMILES: DUSP3 inh	MazEF act	Vc quorum ag	SSB-PriA inh	CCHF vOTU inh	3CLpro inhibitor	PrPC surface inh	TcdB GH inh	Rv3671c inh	Y pestis TopoI
CC(=O)c1cccc(OCC(O)CNCC2COc3ccccc3O2)c1 (configuration not stated)
    -5	0	i	-13	-6	1	4	1.8	0	11
COC(=NC(C)C)NC(C)C
    20	3	x	-3	-1	0	-4	1.2	4	x
COc1cc2c(cc1NC(=O)CSc1ccc(C)cc1)oc1ccccc12
    12	2	i	-2	-6	1	-2	0.3	-20	-2
Cc1ccc(N(NC(=O)C(O)(c2ccccc2)c2ccccc2)C(=O)CCl)cc1
    4	-1	i	9	5	11	3	x	-7	-2
COc1ccccc1NC(=O)c1ccc(S(=O)(=O)N(C)C)cc1
    -20	3	-0.2	-3	-6	0	6	1.2	1	5
CC(=O)Nc1ccc(S(=O)(=O)Nc2ccc(Cc3ccncc3)cc2)cc1
    -5	-4	-0.5	-6	18	-5	4	-0.5	-7	6
CN1CCN(c2ccc(CNC(=O)C3Cc4c(-c5cccc(F)c5)ccnc4O3)cc2)CC1 (configuration not stated)
    x	x	-0.3	x	1	x	-8	1.4	x	6
O=C(c1ccco1)N1CCN(C(c2ccc(F)cc2)c2nnnn2Cc2cccs2)CC1 (configuration not stated)
    5	1	7.7	-11	-1	4	-6	x	-3	1
Cc1ccc(C(=O)Nc2cccc(C(F)(F)F)c2)cc1Nc1cnccn1
    11	5	-0.6	19	-5	x	16	1.2	-8	4
Cn1c(=O)c2cc(NC(=S)NC3CC3)ccc2n1Cc1cccc(C(F)(F)F)c1
    x	x	i	x	-28	x	4	0.8	x	6
CCC(CC)COC(=O)C1=C(C)NC(=O)NC1c1ccc(N(C)C)cc1 (configuration not stated)
    9	8	-0.9	6	18	-3	-4	0.6	5	24
Cc1ccc(C)c(CSC2=NCCN2C(=O)c2cccs2)c1
    12	-7	i	-7	12	5	4	-2.9	-8	-14
CCCNC(=S)Nc1ccc(Oc2ccccc2)cc1
    14	-2	i	-9	4	6	12	x	-1	4
Cc1cccc(NC(=O)CSc2nnc(-c3ccco3)o2)c1C
    -10	-11	i	-10	-5	-2	-3	x	1	-3
CCN(CC)S(=O)(=O)c1cc(C(=O)Nc2cc(C)[nH]n2)ccc1Cl
    6	-8	0.5	-11	x	-1	x	x	0	-4

5 structures from above, arranged by SMILES length, largest number first:
Below each SMILES: DUSP3 inh	MazEF act	Vc quorum ag	SSB-PriA inh	CCHF vOTU inh	3CLpro inhibitor	PrPC surface inh	TcdB GH inh	Rv3671c inh	Y pestis TopoI
Cc1ccc(N(NC(=O)C(O)(c2ccccc2)c2ccccc2)C(=O)CCl)cc1
    4	-1	i	9	5	11	3	x	-7	-2
CC(=O)Nc1ccc(S(=O)(=O)Nc2ccc(Cc3ccncc3)cc2)cc1
    -5	-4	-0.5	-6	18	-5	4	-0.5	-7	6
COc1cc2c(cc1NC(=O)CSc1ccc(C)cc1)oc1ccccc12
    12	2	i	-2	-6	1	-2	0.3	-20	-2
Cc1ccc(C)c(CSC2=NCCN2C(=O)c2cccs2)c1
    12	-7	i	-7	12	5	4	-2.9	-8	-14
COC(=NC(C)C)NC(C)C
    20	3	x	-3	-1	0	-4	1.2	4	x

Other records follow:
Below each SMILES: DUSP3 inh	MazEF act	Vc quorum ag	SSB-PriA inh	CCHF vOTU inh	3CLpro inhibitor	PrPC surface inh	TcdB GH inh	Rv3671c inh	Y pestis TopoI
COc1ccccc1CCNC(=O)C(=O)Nc1cc2c3c(c1)CC(=O)N3CCC2
    x	-2	-1.1	0	-2	x	0	1.8	-8	5
CCC(=C(c1ccc(OC)cc1)c1ccc(OC)cc1)c1cn(CC(O)CN(CCO)CCO)c2ccccc12 (configuration not stated)
    15	-11	i	21	1	-1	-7	-2.6	7	7
COC(=O)C1=C(c2c(C)noc2C)C[C@@H]2CC[C@H]1N2C(=O)NC1CC1
    x	3	i	-41	-5	x	-8	0.1	-5	7
CC(=O)N1CCN(C(=O)COC(=O)c2oc3ccccc3c2C)CC1
    x	6	i	4	8	x	-5	-0.5	1	3
N#CCCn1cc(C(=O)Nc2ccc(C(=O)O)cc2)c(-c2cccc(Br)c2)n1
    14	7	i	-8	1	4	-3	0.8	-2	6
Cc1cc(NC(=O)CCC(=O)N(Cc2ccccc2)C2(C(=O)NC3CCCCC3)CCCC2)no1
    22	8	-0.6	10	4	1	-4	2.9	8	17
COc1ccccc1OCCCN1C(=O)C(=O)c2cccc(C)c21
    -18	8	-0.6	4	8	9	-6	0.6	-7	-2
COc1ccc(CCNC(=O)C(=O)NCC2OCCN2S(=O)(=O)c2ccc(Cl)cc2)cc1 (configuration not stated)
    17	11	-0.4	-10	9	-3	2	-0.3	-2	38
CCCCNC(=O)c1ccc2c(c1)ncn2C1CCCC1
    16	-7	i	-19	-4	-2	1	x	2	8
COc1ccccc1CNC(=O)C1CCN(S(=O)(=O)c2cccc([N+](=O)[O-])c2)CC1
    7	-6	2.0	-6	2	1	-22	1.3	3	-1
CN1CCN(C(=O)/C=C\c2ccc(Cl)cc2)CC1
    -11	7	-0.7	-1	-10	-7	-3	x	-8	0
Cc1cnc(CNC(=O)C2CCC(=O)N(Cc3ccc(Cl)cc3)C2)[nH]1 (configuration not stated)
    -8	1	-0.3	9	-2	0	-5	1.2	0	2
O=C(CSc1ncnc2nc[nH]c12)Nc1ccc(Br)cc1Cl
    25	4	-0.2	-8	2	-2	10	0.6	-6	-1
COc1ccc(CCNc2nc(C)cc(C)n2)cc1OC
    6	2	-1.5	-9	-18	3	-9	-3.0	0	-2
Cc1ccc(S(=O)(=O)Nc2ccc3c(c2)nc2n3CCN(Cc3ccccc3)C2)cc1
    4	-3	-1.2	15	-4	1	3	x	3	17
N#Cc1c(NC(=O)CN2C(=O)c3ccccc3C2=O)oc(-c2ccccc2)c1-c1ccccc1
    x	3	-0.2	-9	-10	-2	7	x	-70	-9
CCC(C)NC(=O)c1oc2ccc(S(=O)(=O)N3CCC4(CC3)OCCO4)cc2c1C (configuration not stated)
    21	6	i	2	-3	1	2	1.2	-6	12
Cc1[nH]c2ccccc2c1Cc1nnc(SCc2ccccc2)o1
    19	0	-0.2	-3	7	-3	6	0.1	9	23
COc1ccccc1CC(=O)Nc1cccc(C(=O)NN2C(=O)c3ccccc3C2=O)c1
    18	14	-0.3	-2	-9	-1	5	0.0	-9	-2
Cc1onc(-c2c(Cl)cccc2Cl)c1C(=O)NCCc1ccc(S(N)(=O)=O)cc1
    -5	8	i	-19	11	-1	4	1.2	0	2
N#Cc1c(C(F)(F)F)cc(Cc2ccccc2)nc1SCC(=O)NCC(=O)O
    x	-4	-0.4	1	-8	x	1	1.3	10	-5
Cn1ccnc1SCC(=O)NC1CCCCC1
    14	1	-0.6	-11	-7	2	0	x	3	4
COCCCNC(=O)C(=O)Nc1ccc2c(c1)N(S(=O)(=O)c1cccs1)CCC2
    x	5	5.6	3	21	x	13	-8.4	-4	16
O=C(Nc1nc(-c2ccc3ccccc3c2)cs1)c1ccc(N2C(=O)CCC2=O)cc1
    -18	4	-0.3	-19	-3	-2	-2	-0.1	2	0
Cc1cc(C)n(CCNC(=O)CCc2nnc(CCc3ccccc3)o2)n1
    -10	10	-0.3	-2	-4	7	-1	-0.8	0	0
Cc1ccc(S(=O)(=O)N2CCCC2C(=O)Nn2cnnc2)cc1 (configuration not stated)
    22	2	1.8	-2	-1	-2	4	x	5	0
CC(/C=N/n1c(-c2cc(C)[nH]n2)n[nH]c1=S)=C\c1ccccc1
    -5	3	-0.1	x	-2	-4	1	x	-5	-1
CCOc1ccc(/C=C2\SC(N3CCCCC3)=NC2=O)cc1
    -3	4	-1.1	-1	6	3	-1	-0.5	5	4
O=C(Nc1cc(-c2ccccc2)nn1-c1c(Cl)cccc1Cl)c1ccc(F)cc1
    x	-4	i	1	0	x	7	1.2	-34	-12
CCCCC(Sc1nc(N)c(NC(=O)c2ccco2)c(=O)[nH]1)C(=O)O (configuration not stated)
    6	-3	-0.1	-13	6	-1	3	2.1	-6	1
CC(C)CNC(=O)NC(=O)COC(=O)c1ccccc1Sc1ccc(C(F)(F)F)cc1[N+](=O)[O-]
    27	2	-0.7	1	2	-2	3	x	-1	4
O=C(c1ccccc1)c1ccc(OC(=O)N2CCOCC2)cc1
    -2	-3	i	2	4	-1	2	x	12	8
C#Cc1ccc([C@H]2C=C(C(=O)N3CCN(Cc4ccccc4)CC3)O[C@@H](OCc3ccc(CO)cc3)C2)cc1
    -2	-18	i	8	11	3	-1	1.2	-13	30
O=C(CCCN1C(=O)/C(=C\c2cccs2)SC1=S)NNC(=O)c1cccnc1
    30	34	i	-16	11	5	-10	1.7	-6	-3
CCOC(=O)N/N=C/c1ccc(Oc2ccccc2)cc1
    5	7	4.1	i	-11	7	-7	0.0	x	6
CCCn1c2c(c(O)c(C(=O)Nc3nccs3)c1=O)CCCC2
    36	-2	i	-6	10	6	2	x	-9	10
Clc1ccc(-c2cnc(Oc3ccccc3)nc2)cc1
    12	-6	2.2	-23	1	-6	1	x	0	7
COCCCNC(=O)/C(C#N)=C/c1cc(C)[nH]c1C
    7	-4	-0.2	1	18	0	3	x	15	2
COCCCNC(=O)/C(C#N)=C/c1c(N2CCN(C)CC2)nc2c(C)cccn2c1=O
    x	9	-0.5	3	-72	4	-10	0.8	-7	-7
COC(=O)N1CCN(c2ccc(C)cc2)C(C)C1 (configuration not stated)
    18	0	i	-14	7	4	-3	-0.5	0	4
C/C(=N\OCC(=O)NC(C)C)c1cccs1
    37	-21	-0.5	x	-5	3	3	-1.0	5	0
CCN(CC)S(=O)(=O)c1ccc(C(C)NC(=O)C2CCCN2C(=O)c2cccs2)cc1 (configuration not stated)
    x	-5	i	-11	-2	x	-12	0.3	-6	1
O=C(COC(=O)C1CC1)NC(=O)NCc1ccccc1
    -6	3	-1.3	11	4	-1	4	-0.4	2	9
COCCOC(=O)C1=C(C)NC2(O)c3ccccc3C(=O)C12O (configuration not stated)
    -5	-5	-0.3	-17	4	4	1	x	-85	0
Cc1c(NC(=S)N/N=C/C=C/c2ccccc2)c(=O)n(-c2ccccc2)n1C
    6	7	i	x	21	6	0	-1.7	8	5
COc1ccc2c(=O)c(-c3cnn(-c4ccccc4)c3)c(C)oc2c1
    38	-6	4.0	-7	-13	-6	-4	1.0	-2	11
CCCCCC(=O)Nc1cc(S(=O)(=O)N2CCOCC2)ccc1N1CCN(C)CC1
    5	-3	i	-2	-6	0	-7	-1.4	-5	-4
COc1ccc(CN2CCc3ccccc3C2)cc1Br
    -6	1	0.4	-37	1	-2	-7	0.0	0	-4
O=C(NNC1=C(C(=O)C(F)(F)F)CCC1)c1cccc(Cl)c1
    4	9	i	14	-3	2	7	x	3	-7
COc1ccc(N=Cc2cc(Cc3ccccc3Cl)cc([N+](=O)[O-])c2O)cc1OC
    -12	-64	0.8	6	x	0	x	x	3	-2
Cc1ccc(CN2CCNC(=O)C2CC(=O)NC2CCCCCC2)o1 (configuration not stated)
    35	-2	-0.4	-4	0	5	2	x	-3	2
O=C(Nc1nc(-c2ccccc2)cs1)NC1CCCCC1
    6	4	i	-7	-1	4	6	x	-5	18
O=C(CCC1CCCN(C(=O)COc2ccccc2)C1)N1CCN(c2ccccn2)CC1 (configuration not stated)
    -17	2	i	-9	-1	-6	1	1.8	8	17
Cc1ccc(S(=O)(=O)NC2(C(=O)O)CCCC2)cc1
    x	9	x	-15	-2	x	9	1.4	x	5
CCOc1ccc2ccccc2c1C(=O)N1CCOCC1
    10	8	-0.4	-4	2	3	-13	x	-2	2
Cc1cc(C)n2nc(C(=O)OCC(=O)N3CCC3)nc2n1
    28	7	-0.4	-3	-2	1	-8	0.7	2	7
CN(C)c1ccc(NC(=S)NCC2CCCO2)cc1 (configuration not stated)
    -3	5	-0.3	13	-2	0	-3	-26	-3	1
COc1ccc(CCNC(=O)CSc2nncs2)cc1
    -3	6	-0.3	-4	-13	-1	1	x	0	3

Only part of the results is shown; count on the stated rates, not on these rows.
